# TEAD-YAP inh – TEAD-YAP interaction inhibition | HEK-TIYL cells, TEAD-Gal4/YAP UAS-luciferase luminescence | inhibition, % at 9.12 µM | 640,000 tested, 1.4% active; in the data active = inhibition above about 32%;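 also: 0% = median of test compound wells and 100% = reference inhibitor wells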
# MITF inh – inhibitors of human MITF. 650,000 tested, 0.91% active. AID 1259374. O75030. AlphaScreen MITF homodimerization, bead proximity signal. inhibition, % at 2.6 µM; in the data active = inhibition above about 50%;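 also: 0% = vehicle wells with protein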
# Target sequence (O75030 whole entry, looked up): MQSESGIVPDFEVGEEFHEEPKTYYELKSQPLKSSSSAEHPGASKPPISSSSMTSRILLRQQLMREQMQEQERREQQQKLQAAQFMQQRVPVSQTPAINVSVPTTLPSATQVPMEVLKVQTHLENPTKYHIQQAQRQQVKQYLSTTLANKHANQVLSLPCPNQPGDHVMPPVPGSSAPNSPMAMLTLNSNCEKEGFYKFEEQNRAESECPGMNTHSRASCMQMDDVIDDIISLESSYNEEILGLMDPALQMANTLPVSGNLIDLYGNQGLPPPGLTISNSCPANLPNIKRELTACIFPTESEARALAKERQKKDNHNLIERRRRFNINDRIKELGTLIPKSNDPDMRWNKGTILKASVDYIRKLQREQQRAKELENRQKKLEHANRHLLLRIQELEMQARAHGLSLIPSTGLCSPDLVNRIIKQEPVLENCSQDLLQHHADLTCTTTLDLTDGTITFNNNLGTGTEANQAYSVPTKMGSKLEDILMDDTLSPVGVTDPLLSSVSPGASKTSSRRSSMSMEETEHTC
# FBW7 activator – human FBW7 E3 ligase activation, primary screen; Q969H0; AlphaScreen FBW7–phospho-cyclin E peptide binding, activator screen; normalized activity (activation), % at 26.1 µM; 650,000 tested, 0.13% active; AID 1259310; in the data active = normalized activity above about 1.9%;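 also: purified mutant Fbw7 with reduced substrate affinity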
# GPR151 activ – activators of human GPR151; PathHunter beta-arrestin GPR151 cells, luminescence; activation, % at 11.2 µM; 650,000 tested, 1% active; AID 1508602; in the data active = activation above about 4.9%;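 also: 0% = median of compound wells and 100% = cells with positive control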
# Target sequence (Q8TDV0 whole entry, looked up): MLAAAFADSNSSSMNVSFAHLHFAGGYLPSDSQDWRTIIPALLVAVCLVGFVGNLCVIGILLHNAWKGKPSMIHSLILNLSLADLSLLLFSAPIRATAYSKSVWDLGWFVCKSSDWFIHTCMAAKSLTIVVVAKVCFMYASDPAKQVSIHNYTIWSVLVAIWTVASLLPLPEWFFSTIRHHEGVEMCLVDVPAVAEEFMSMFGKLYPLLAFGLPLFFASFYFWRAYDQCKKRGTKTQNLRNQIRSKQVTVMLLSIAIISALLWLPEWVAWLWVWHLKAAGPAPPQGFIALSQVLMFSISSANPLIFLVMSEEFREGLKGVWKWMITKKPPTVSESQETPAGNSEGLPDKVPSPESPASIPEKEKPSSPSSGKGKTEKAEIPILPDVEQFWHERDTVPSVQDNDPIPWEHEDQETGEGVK
# Numbers without * were called inactive; & = joins results of further samples.
SMILES,TEAD-YAP inh,MITF inh,FBW7 activator,GPR151 activ
CSc1ccc(C2C(C#N)=C(N)Oc3cc(C)oc(=O)c32)cc1 (centres undefined),-8,3,0.0,0.4
COc1ccc(C2CC(c3cccs3)=NN2C(=O)CSc2nnc(CNC(=O)c3cccc(OC)c3)n2-c2ccccc2)cc1 (centres undefined),2,-9,-0.1,5.8*
Cn1c(=O)c2c(=S)nc(C(C)(C)C)[nH]c2n(C)c1=O,9,-4,-0.2,0.2
Cn1cc(/C=C(\C#N)C(=O)Nc2cccc([N+](=O)[O-])c2)c2ccccc21,3,1,0.2,0.0
CC(C)Nc1ncccn1,-4,-3,0.1,0.3
CCCCNS(=O)(=O)c1ccc(S(=O)(=O)N2CCN(C(C)=O)CC2)cc1,-7,-12,0.1,0.1
COc1cccc(/C=N/NC(=O)c2cccc(N)c2)c1O,67*,34,-0.1,1.0
CC1CN(c2nc3c(c(=O)n(Cc4ccccc4Cl)c(=O)n3C)n2C)CC(C)O1 (centres undefined),7,7,0.1,0.0
O=C(N/N=C/c1ccccc1Cl)c1ccc(O)cc1O,-22,-11,0.0,-0.2
O=C(Nc1ccc(F)cc1)c1cccc2ccccc12,-5,2,0.1,2.0
O=[N+]([O-])c1ccccc1/C=C/CN1CCCCC1,8,-1,-0.2,-0.1
CCC(C)NC(=O)Cc1ccc(Br)cc1 (centres undefined),8,8,0.0,0.4
COc1ccc(-c2cc(C(F)(F)F)n3nc(C(=O)Nc4ccc(Cl)cc4C(=O)c4ccccc4Cl)cc3n2)cc1,13,12,0.1,-0.4
CNC(=S)N1N=C(c2cccs2)CC1c1ccc(OC)cc1 (centres undefined),-3,-4,0.7,-0.3
O=C(NCc1c(-c2ccccc2)nc2n1CCS2)c1c(F)cccc1Cl,-5,1,0.1,0.7
O=C(Cc1c[nH]c2ccccc12)NCc1ccccc1Cl,-10,-252,0.5,0.0
OCC1CCCN1c1cc(NCCN2CCOCC2)ncn1 (centres undefined),-8,10,0.1,-1.8
CCC(=O)OCCNc1cc(N2CCCC2)c2noc3c2c1C(=O)c1ccccc1-3,6,23,-0.4,1.8
COc1ccc(Cl)cc1NS(=O)(=O)c1c(C)[nH]c(=O)[nH]c1=O,-5,6,0.0,-0.5
NC(=O)c1cc2cc(Br)ccc2oc1=NCc1ccccc1,2,-6,0.2,-0.2
N#Cc1c2ccc([N+](=O)[O-])cc2c(=O)n2ccccc12,-1,10,-0.2,0.4
COc1cc(/C=N/NC(C)(C)C)ccc1OC(=O)c1cccs1,4,13,0.2,-0.1
O=C1NCCCC[C@@H]1Nc1nncc(-c2ccc3c(c2)OCO3)n1,-43,0,-0.2,-0.2
CC(C)(C)c1ncn(-c2ccc(Nc3nccc(-c4cnc(N)c5ccccc45)n3)cc2)n1,17,-1,-0.1,-0.4
O=C(NCCc1ccccc1)C(=O)N/N=C/c1ccccc1[N+](=O)[O-],10,11,0.6,-0.3
COc1ccc(-c2n[nH]c(=S)n2/N=C/c2cccc([N+](=O)[O-])c2)cc1,10,-2,-0.2,-0.4
CS(=O)(=O)c1ccc(S(=O)(=O)N2CCC(C(N)=O)(N3CCCCC3)CC2)cc1,-2,-11,-0.1,0.9
CCN(C(=O)CSc1nnc(Cc2ccccc2F)n1N)C1CCS(=O)(=O)C1 (centres undefined),0,-2,0.0,-2.6
CCCCNC(=O)/C(=C/c1cccc([N+](=O)[O-])c1)NC(=O)c1ccccc1C,11,11,0.1,3.7
O=C1[C@H]2CN(Cc3cnn(-c4ccccc4Cl)c3)CCN2C(=O)[C@H]2CCCN12,0,-8,-0.3,-0.5
CCn1c(C)[n+](CC(O)COc2ccccc2C)c2ccccc21 (centres undefined),9,7,0.4,1.2
C=CCn1c(SCC(=O)Nc2ccc(Cl)c(C(F)(F)F)c2)nc2sc3c(c2c1=O)CCCC3,4,0,-0.1,-0.5
O=C(Nc1cccnc1)c1ccc([N+](=O)[O-])cc1Cl,-6,-8,0.1,-1.4
CS(=O)(=O)N/N=C/c1cc([N+](=O)[O-])ccc1O,6,9,-0.2,0.0
O=C1Nc2ccc(S(=O)(=O)NCCC3=CCCCC3)c3cccc1c23,-10,-7,-0.1,2.8
COc1ccccc1/C=C/C(=O)Nc1nc2n(n1)C(c1ccccc1)C=C(C)N2 (centres undefined),-8,12,0.1,0.4
O=[N+]([O-])c1cccc(-c2ncnn2-c2ccc(Br)cc2F)c1,1,11,0.1,-1.1
CC1=C(c2ccccc2)[N+](=O)C(C)(C)N1[O-],-2,0,-0.2,0.0
CC(C(=O)N/C(N)=N/c1nc2ccccc2s1)N1C(=O)c2ccccc2C1=O (centres undefined),-9&12,7&5,-0.1&0.0,1.9&0.7
c1ccc2c(c1)OCC(c1nc3ccc(-c4cn[nH]c4)cc3o1)O2 (centres undefined),23,-2,-0.2,0.7
Cc1c(NC(=O)N(C)C)c(=O)n(-c2ccccc2)n1C,1,-12,0.0,0.1
CCCSc1nnc2c(n1)OC1(CCCC1)Nc1ccccc1-2,-28,8,0.0,0.7
O=C(N/N=C/c1c(F)cccc1Cl)c1ccc(O)cc1,-13,15,-0.1,-0.4
COc1ccc(-c2csc(/C(C#N)=C/c3cc(OC)ccc3OC)n2)cc1,0,10,0.6,-1.3
COCCn1c(C)cc(O)c(C(c2cccc(Cl)c2)N2CCN(c3ccccc3F)CC2)c1=O (centres undefined),-1,4,0.0,-0.7

# 5 entries out of the list, arranged by length of the SMILES, falling.
SMILES,TEAD-YAP inh,MITF inh,FBW7 activator,GPR151 activ
C=CCn1c(SCC(=O)Nc2ccc(Cl)c(C(F)(F)F)c2)nc2sc3c(c2c1=O)CCCC3,4,0,-0.1,-0.5
CC(C(=O)N/C(N)=N/c1nc2ccccc2s1)N1C(=O)c2ccccc2C1=O (centres undefined),-9&12,7&5,-0.1&0.0,1.9&0.7
COc1ccc(-c2csc(/C(C#N)=C/c3cc(OC)ccc3OC)n2)cc1,0,10,0.6,-1.3
CS(=O)(=O)N/N=C/c1cc([N+](=O)[O-])ccc1O,6,9,-0.2,0.0
Cc1c(NC(=O)N(C)C)c(=O)n(-c2ccccc2)n1C,1,-12,0.0,0.1

# New compounds follow.
SMILES,TEAD-YAP inh,MITF inh,FBW7 activator,GPR151 activ
O=C(CSc1c2c(nc3ccc(Cl)cc13)CCCC2)N1CCOCC1,-8,2,-0.1,-0.4
Cc1ccc(N2C(=O)CC(NCc3cccc4ccccc34)C2=O)cc1 (centres undefined),-4,11,0.1,-1.8
CCc1cccc(C)c1NC(=O)c1cc(-c2ccc(C)o2)nc2ccccc12,2,-6,0.0,1.3
CCCCCCCCCCCCCCCC(=O)NCC(COP(=O)(O)OCC[N+](C)(C)C)OCC (centres undefined),0,-17,0.0,0.4
CCOc1ccc(CN2CCNC(=O)C2CC(=O)O)cc1 (centres undefined),4,-6,-0.1,2.9
O=C(NCCOc1ccccc1F)c1ccc(Oc2ccccc2)cc1,-42,-7,0.0,1.5
CCOc1ccc2cc(-c3csc(C)n3)c(=O)oc2c1,-59,22,0.1,-3.2
C=CCOc1ccc(C(=O)NC(C)c2ccccc2)cc1 (centres undefined),-5,2,-0.2,1.0
Cc1ccc(/C=C2\SC(=S)N(NC(=O)c3ccc(O)cc3)C2=O)o1,6,54*,-0.1,-1.9
CCC(=O)Oc1ccc(C(=O)Nc2ccc(C)cc2Br)cc1,50*,-2,-0.1,-0.1
O=C(Nc1ccc(F)cc1)c1c[nH]c(=O)n(-c2ccccc2)c1=O,-5,0,1.2,0.0
O=C(CSc1nc2ccccc2c(=O)[nH]1)Nc1nccs1,6,1,-0.1,-0.4
C#Cc1cccc(NC(=O)CN2C(=O)c3ccccc3C2=O)c1,3,10,-0.1,1.0
O=C(O)c1ccc(/C=C/C(=O)c2ccccc2Cl)cc1,-10,-6,0.0,-8.9
Cc1ccccc1-c1nc(CS(=O)(=O)CC(=O)NCc2ccccc2)c(C)o1,-3,16,-0.1,0.1

# Reprinted at random: seven compounds from above, in no set order.
SMILES,TEAD-YAP inh,MITF inh,FBW7 activator,GPR151 activ
CS(=O)(=O)N/N=C/c1cc([N+](=O)[O-])ccc1O,6,9,-0.2,0.0
COc1cc(/C=N/NC(C)(C)C)ccc1OC(=O)c1cccs1,4,13,0.2,-0.1
CCCSc1nnc2c(n1)OC1(CCCC1)Nc1ccccc1-2,-28,8,0.0,0.7
CC(C)Nc1ncccn1,-4,-3,0.1,0.3
C#Cc1cccc(NC(=O)CN2C(=O)c3ccccc3C2=O)c1,3,10,-0.1,1.0
CC(C(=O)N/C(N)=N/c1nc2ccccc2s1)N1C(=O)c2ccccc2C1=O (centres undefined),-9&12,7&5,-0.1&0.0,1.9&0.7
O=C(NCCc1ccccc1)C(=O)N/N=C/c1ccccc1[N+](=O)[O-],10,11,0.6,-0.3

# (further entries)
SMILES,TEAD-YAP inh,MITF inh,FBW7 activator,GPR151 activ
O=C(Cc1ccc(NC2=NC3CS(=O)(=O)CC3S2)cc1)NCCC1=CCCCC1 (centres undefined),2,0,-0.3,0.9
CCOc1ccccc1C(=O)Nc1ccc2c(c1)C(=O)NC2=O,-1,-3,-0.1,0.5
Nn1c(SCC(=O)OC2CCCCC2)nnc1-c1ccccc1,4,0,0.1,0.6
COc1ccc(C2=NN(C(=O)c3ccc(Nc4nc(-c5ccccc5)c5cc(Br)ccc5n4)cc3)C(c3ccccc3)C2)cc1 (centres undefined),-12,16,0.3,0.2
CN(C)c1cccc(NP2(=O)C=C(c3ccccc3)SC(c3ccccc3)=C2)c1,-4,22,0.7,-0.7
CC(CCc1ccccc1)NCC(O)COc1ccccc1 (centres undefined),10,-3,0.0,1.7
Cc1ccc(N2C(=O)c3ccc(C(=O)OCC(=O)c4ccc(-c5ccccc5)cc4)cc3C2=O)cc1Cl,-7,3,0.2,0.7
COCCCN1C(=O)c2[nH]nc(-c3ccccc3O)c2C1c1cccc(Cl)c1 (centres undefined),36*,9,0.0,0.9
COc1ccc(/C=c2/sc3nc4c(C)c(C)ccc4n3c2=O)cc1,-3,-7,-0.2,0.0
COC(=O)C1=C(C)N=c2s/c(=C\c3ccc(OC)cc3)c(=O)n2C1c1ccc(OC)cc1 (centres undefined),-6,-5,-0.1,1.0
CCCCCn1c(SCC(=O)OCC)nc2cc(C(=O)NCc3ccccc3Cl)ccc2c1=O,7,18,0.5,-0.6
COc1cccc(NC(=O)Nc2nnc(CSCc3ccccc3F)s2)c1,7,6,0.0,0.6
CC(Oc1cccc(Cl)c1)C(=O)NNC(=O)c1cc2cc(Br)ccc2oc1=O (centres undefined),-13,2,-0.1,0.4
NCCCNc1cc(-c2ccccc2)nc2cc(-c3cccc(F)c3)nn12,4,11,0.5,-1.3
C=CCN1C(=O)C(O)(CC(=O)c2cccc(N)c2)c2ccccc21 (centres undefined),-1,-12,-0.1,-0.2
CCc1cc(C(=O)Cc2csc(-c3ccccc3)n2)c(O)cc1O,-6,11,-0.1,0.7
Cc1cccc(/C=N/NC(=O)/C(=C\c2ccc3c(c2)OCO3)NC(=O)c2ccccc2)c1O,19,13,0.2,-1.5
COc1ccc(OC)c(S(=O)(=O)NC2CC(C)(C)NC(C)(C)C2)c1,2,10,0.2,-0.5
O=P1(Nc2ccc(F)cc2)C=C(c2ccccc2)OC(c2ccccc2)=C1,-4,-1,-0.1,-0.3
Cc1nc(SCC2=C(C(=O)OC(C)C)C(c3ccccc3Cl)C(C#N)=C(N)O2)c(C#N)c(C)c1C (centres undefined),-9,-3,0.1,1.7
Cc1ccc(C(=O)Nc2ccc(N3CCC(NCC4CCOCC4)CC3)cc2)c(C)c1,12,2,0.1,0.9
CCOC(=O)C1=C(C)NC2=C(C(=O)C(C(=O)OCC)C(c3ccccc3OC)C2)C1c1ccccc1OC (centres undefined),12,-6,0.1,-0.2
CCCC(O)(CN1CCOCC1)c1ccc(OCC)cc1 (centres undefined),7,-2,0.2,0.2
COC(=O)c1c(NC(=O)c2ccc([N+](=O)[O-])cc2Cl)sc2c1CCC(C)C2 (centres undefined),-7,8,0.1,-1.6
CCOC(=O)Cc1[nH]nc2c1C1(C(=O)N(C)c3ccccc31)C(C#N)=C(N)O2 (centres undefined),-2,19,-0.8,-0.5
COCCCN1C(=O)C(=O)/C(=C(\O)c2ccccc2)C1c1ccccc1 (centres undefined),5,0,-0.1,0.3
COc1ccc2sc(NC(=O)COC(=O)CN3C(=O)CCC3=O)nc2c1,-10,-1,0.3,-0.8
O=c1[nH]ncc2c3ccccc3n(Cc3ccccc3F)c12,-11,-2,0.0,1.1
CCCCc1ccc(Nc2nc3ccccc3nc2NS(=O)(=O)c2ccc(Cl)cc2)cc1,0,1,0.1,0.6
COc1ccc(C2(O)CC(C(F)(F)F)=NN2C(=O)COc2ccccc2)cc1 (centres undefined),-6,1,0.2,0.5
COC(=O)c1ccc(COC(=O)CO/N=C(\C)c2ccc3c(c2)OCO3)o1,-2,2,0.1,1.1
CCN(CC)C(=O)/C(=C/c1ccc([N+](=O)[O-])cc1)NC(=O)c1cccc(Br)c1,4,3,-0.2,-0.5
O=c1[nH]c(O)c(C=NCCCn2ccnc2)c(=O)[nH]1,9,12,-0.4,-0.2
CCOc1ccc(NS(=O)(=O)c2ccc(OC)c(C)c2)cc1,6,-8,0.1,-0.8
CCOc1ccc(C(=O)NC2CC3CCC2(C)C3(C)C)cc1 (centres undefined),-8,1,0.7,0.7
CCn1nnc(NC(=O)c2ccc(OC(C)C)cc2)n1,44*,9,0.0,-5.2
COc1ccc2cc(CCNC(=O)/C=C\c3ccc4c(c3)OCO4)c(=O)[nH]c2c1,8,7,0.2,12*

# Assay outcomes from PubChem BioAssay.
